# High-throughput results (PubChem)
# Casp6 inh = blocks human caspase-6 cleavage activity | P55212 | 0.53% of 350,000 active | AID 686996 | purified caspase-6, Z-VEID-R110 cleavage fluorescence | inhibition, % at 12.5 µM;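 active = mean inhibition across replicates at least about 35%, with every replicate also reaching that limit, limit read from the data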;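 also: 0% = median of neutral control wells and 100% = no fluorescence left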
# Target sequence (P55212 24-179 limits assumed): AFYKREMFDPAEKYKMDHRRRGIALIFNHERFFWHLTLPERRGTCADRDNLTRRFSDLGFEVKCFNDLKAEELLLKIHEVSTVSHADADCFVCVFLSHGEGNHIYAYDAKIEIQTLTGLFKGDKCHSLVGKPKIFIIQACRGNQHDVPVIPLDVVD
# Target sequence (P55212 194-293 limits assumed): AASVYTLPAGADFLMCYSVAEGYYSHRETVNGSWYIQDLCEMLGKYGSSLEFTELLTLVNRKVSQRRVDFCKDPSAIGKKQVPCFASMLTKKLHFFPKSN
# C2C12 statin = suppression of simvastatin myotoxicity | C2C12 myotubes + simvastatin, ATP luminescence, 48 h; scaled: DMSO 0, geranylgeraniol control 100 | AID 602340 | 0.78% of 330,000 active | rescue of ATP level, % at 7.49 µM;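 active = mean ATP rescue above about 67%, or every replicate alone reaching that limit, limit read from the data, passing the limit was not always enough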;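 also: myotubes were challenged with 10 µM simvastatin during compound exposure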
# FN deposit inh = fibronectin deposition inhibition. AH1F fibroblasts, Alexa488-fibronectin deposition fluorescence, overnight. inhibition, % at 12.6 µM. 0.086% of 350,000 active. AID 743247;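 active = mean inhibition across replicates of 30% or more, regardless of how many single replicates reach that level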;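 also: positive control wells lacked labelled fibronectin entirely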
#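 Material: AH1F fibroblast monolayer depositing Alexa488-labelled fibronectin into matrix | Input: 10000 AH1F cells/well | Medium: DMEM plus 2% serum, read in PBS | Reagent: Alexa488-fibronectin, 24 nM final in well | Compound dosing: One dose per compound, pinned | Schedule: 1 h adhesion, overnight exposure | Measured by: Fluorescence at 485 nm excitation, 525 nm emission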
# LGR2 antag = inhibitors of bursicon-induced Drosophila LGR2 receptor cAMP signaling; HEK293 LGR2, CRE-luciferase, bursicon-stimulated, 4 h; inhibition, % at 9.99 µM; 0.35% of 380,000 active;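 active = drop in luminescence signal, shown as inhibition above about 50% in the replicate tests, limit read from the data, passing the limit was not always enough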;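 also: agonist challenge used bursicon conditioned medium at about half maximal strength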
# S100A4 MyoIIA = blocks human S100A4 binding to myosin IIA peptide; 0.14% of 360,000 active; S100A4/TAMRA-MyoIIA peptide fluorescence polarization; P26447; inhibition, % at 10.7 µM; AID 652163;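 active = mean inhibition of at least 70% across replicates, with every replicate also reaching that level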
# Target sequence (P26447 whole entry, looked up): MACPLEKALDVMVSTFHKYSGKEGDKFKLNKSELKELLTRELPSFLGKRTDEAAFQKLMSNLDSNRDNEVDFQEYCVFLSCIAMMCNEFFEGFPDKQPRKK
#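 Test system – S100A4 monomer (human) · Compound – single-point compound testing · Schedule – 5 min incubation before reading · Probe or stimulus – TAMRA-labelled myosin IIA heavy-chain peptide probe, 5 nM · Benchmarks – neutral control DMSO, positive control TFP · Medium – Calcium-containing HEPES buffer, pH 7.2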
# esBAF inh = inhibitors of esBAF chromatin remodeling in mouse ES cells. reporter increase, % at 12.5 µM. Bmi1-luciferase knock-in reporter, 24 h; 100% = twice the neutral-well signal. AID 602393. 2% of 350,000 active; in the data active = activation above about 40%;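 also: 0% = median of the plate's neutral control wells and 100% = double that signal; a rise in the Bmi1 reporter signal indicates esBAF inhibition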
# SIRT5 block = blocks human SIRT5 desuccinylation of peptide | inhibition, % at 15 µM | 1.1% of 330,000 active | Q9NXA8 | Purified SirT5, succinyl-peptide AMC, trypsin-coupled fluorescence | AID 652115; in the data active = inhibition above about 15%
# Target sequence (Q9NXA8 whole entry, looked up): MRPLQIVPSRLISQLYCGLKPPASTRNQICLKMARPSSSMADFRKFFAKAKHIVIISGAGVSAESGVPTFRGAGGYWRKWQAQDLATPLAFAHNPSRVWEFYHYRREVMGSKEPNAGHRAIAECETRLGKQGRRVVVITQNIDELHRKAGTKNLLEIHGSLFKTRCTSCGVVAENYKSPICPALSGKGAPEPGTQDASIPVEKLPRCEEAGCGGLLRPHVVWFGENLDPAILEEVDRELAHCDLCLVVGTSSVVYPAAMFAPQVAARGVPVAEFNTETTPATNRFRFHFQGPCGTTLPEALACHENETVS
# * marks the source's active call; other numbers are inactive results; nt = no result given; & = joins results of further samples. The list is partial; rates above refer to the full screens.
# Sample of the layout:
SMILES,Casp6 inh,C2C12 statin,FN deposit inh,LGR2 antag,S100A4 MyoIIA,esBAF inh,SIRT5 block
CCN(CC)CCN(C(=O)C1=COCCO1)c1nc2c(OC)ccc(OC)c2s1,-9.1,nt,-2.3,-2.0,-0.9,nt,0.3
O=C(Nc1ccc(F)cc1)N1CCCN(c2nccc(C(F)(F)F)n2)CC1,2.4,-9.0,-1.3,-9.5,-2.3,-11.0,-0.5
O=[N+]([O-])c1ccccc1S(=O)(=O)N1CCN(Cc2ccccc2)CC1,-1.2,8.1,-5.9,0.6,-1.9,1.1,-2.7
CCc1nc2ccc(C(=O)NCCCN3CCCC3=O)cn2c1N(CC)Cc1cccc(Br)c1,-10.4,-7.0,9.4,-19.4,-0.6,0.4,nt

# Main list (from the top)
SMILES,Casp6 inh,C2C12 statin,FN deposit inh,LGR2 antag,S100A4 MyoIIA,esBAF inh,SIRT5 block
CCN(CC)CCN(C(=O)C1=COCCO1)c1nc2c(OC)ccc(OC)c2s1,-9.1,nt,-2.3,-2.0,-0.9,nt,0.3
O=C(Nc1ccc(F)cc1)N1CCCN(c2nccc(C(F)(F)F)n2)CC1,2.4,-9.0,-1.3,-9.5,-2.3,-11.0,-0.5
O=[N+]([O-])c1ccccc1S(=O)(=O)N1CCN(Cc2ccccc2)CC1,-1.2,8.1,-5.9,0.6,-1.9,1.1,-2.7
CCc1nc2ccc(C(=O)NCCCN3CCCC3=O)cn2c1N(CC)Cc1cccc(Br)c1,-10.4,-7.0,9.4,-19.4,-0.6,0.4,nt
COc1cc(C2C(Oc3ccccc3C)C(=O)N2Cc2ccc(F)cc2)cc(OC)c1OC (stereo not given),2.5,nt,0.5,nt,-14.1,nt,-0.8
C[N+](=O)C1C(=O)Nc2ccccc21 (stereo not given),-2.3,nt,-3.6,13.4,-29.4,nt,nt
Cc1csc(NC(=O)c2ccc(S(=O)(=O)N3CCN(C)CC3)cc2)n1,1.1,-11.2,-2.8,-3.8,-29.6,4.7,-4.0
CC(C)NC(=O)N(C)C[C@H]1Oc2cc(-c3ccccc3F)ccc2S(=O)(=O)N([C@H](C)CO)C[C@H]1C,4.2,-13.2,1.9,1.1,10.8,-1.1,-5.1
O=C(NCC1CCCO1)c1cc2n(n1)C(C(F)(F)F)CC(c1ccc(Br)cc1)N2 (stereo not given),nt,10.4,-6.9,nt,nt,12.5,nt
COc1ccccc1OCCNC(=O)C1CC(=O)N(c2cccc(SC)c2)C1 (stereo not given),-2.2,-6.9,-9.3,8.9,1.8,3.2,0.2
Cc1ccc(S(=O)(=O)Nc2ccc3c(c2)CC(=O)N([C@H](C)CO)C[C@H](C)[C@@H](CN(C)S(=O)(=O)c2cn(C)cn2)O3)cc1,-2.5,4.4,nt,-3.6,3.3,2.7,6.1
COc1ccc(C(C)=O)cc1COC(=O)c1cc(C)nc2ccccc12,2.6,nt,2.1,-51.7,-3.7,nt,5.2
Cc1onc(C(=O)NN)c1C(=O)Nc1ncc(C(F)(F)F)cc1Cl,-0.5,-3.6,1.0,-6.1,-2.6,-1.6,-2.1
Cc1nc(C)c(CCNC(=O)c2ccc(C(F)(F)F)cc2)s1,nt,6.2,6.9,12.3,nt,-2.1,nt
COC1=C(C)C(=O)C2=C(C1=O)C1C3CC4=C(C(=O)C(OC)=C(C)C4=O)C(CNC(=O)C(C)=O)N3C(C#N)C(C2)N1C (stereo not given),19.2,nt,-4.3,96.5*,-0.6,nt,0.3
Cc1ccc2c(c1)nnn2C1CCN(S(C)(=O)=O)CC1,nt,-7.4,-4.9,nt,nt,0.1,nt
CCCn1c(-c2cccc([N+](=O)[O-])c2)nc2c1c(=O)[nH]c(=O)n2Cc1ccccc1,nt,13.1,11.4,-8.1,nt,-14.2,nt
O=C1C2C(C(=O)N1/N=C/c1ccco1)C1C=CC2C12CC2 (stereo not given),-1.0,-6.1,nt,-16.6,9.2,1.5,2.9
O=C(CN(C(=O)CNC(=O)c1ccco1)c1ccc2c(c1)OCCO2)NC1CCCC1,-2.0,nt,-6.4,10.0,4.5,nt,-1.8
Cc1noc(C)c1NC(=O)Nc1ccc2c(c1)C(=O)N([C@@H](C)CO)C[C@@H](C)[C@H](CN(C)C(=O)Nc1ccccc1)OCCCC[C@@H](C)O2,-0.4,-0.2,3.8,-9.3,-12.2,4.7,0.0
O=C(CCSc1ccc(Cl)cc1)N1CCN(c2ccc(O)cc2)CC1,0.7,nt,-6.0,-28.8,0.8,nt,-2.1
CCSc1nnc2c(n1)OC=Nc1ccc(Br)cc1-2,nt,6.1,nt,-5.7,nt,4.4,nt
Cc1ccc(CNC(=O)c2cc3c(s2)CS(=O)(=O)C3)cc1,7.2,9.2,10.8,-12.6,3.3,-8.4,-3.7
O=C(NNC(=O)c1cccs1)c1ccc(Br)cc1,-0.5,4.9,-8.1,-11.5,1.8,36.0,-1.6
C[C@@H]1CCCCO[C@@H](CN(C)C)[C@H](C)CN([C@@H](C)CO)C(=O)c2cc(NC(=O)Cc3ccccc3)ccc2O1,nt,19.3,nt,-22.6,nt,2.6,nt
Cc1ccc(-c2nc(C3CCN(S(=O)(=O)c4ccc(C(C)(C)C)cc4)CC3)no2)cc1,0.3,-11.3,7.0,3.5,0.6,-8.9,nt
Cc1ccc(S(=O)(=O)N2C(c3cccc(Cl)c3)CC=C(C(=O)O)C2c2cccc(Cl)c2)cc1 (stereo not given),1.7,nt,0.5,10.0,-3.4,nt,1.7
CCCNC(=O)c1nc(C)n(-c2ccc([N+](=O)[O-])cc2)n1,-1.3,nt,7.6,-6.2,-2.5,nt,2.5
CCCOc1ccc(-c2nnn(CC(=O)N3CCCCC3)n2)cc1,-1.5,8.5,2.3,4.3,-1.9,5.6,-8.0
C[C@H](CO)N1C[C@H](C)[C@@H](CN(C)Cc2ccc(Cl)c(Cl)c2)Oc2c(NS(C)(=O)=O)cccc2C1=O,-0.5&2.1,38.2&16.1,nt,15.7,-17.7&7.0,0.8&-1.5,-5.3&-2.8
O=C(/C=C/c1ccc2c(c1)OCCO2)N1CCN(c2ccc(F)cc2)CC1,1.4,8.7,-0.2,15.0,-2.7,-4.3,-5.2
CCOc1cccc(-c2c(C(=O)N/N=C/c3c(F)cccc3Cl)nnn2-c2nonc2N)c1,7.0,0.1,7.3,8.2,-4.6,-4.9,-0.8
COc1ccc(C(=O)Nn2cnnc2)cc1,nt,7.2,8.4,nt,nt,-13.5,nt
O=C(C1CCC1)N1CCCCN2[C@H](C1)[C@@H](c1ccc(C#CC3(O)CCCC3)cc1)[C@@H]2CO,-1.8,-19.2,nt,-21.5,2.0,1.9,0.0
C[C@@H]1CN([C@@H](C)CO)C(=O)Cc2cc(NS(=O)(=O)c3ccc(F)cc3)ccc2O[C@@H]1CN(C)Cc1ccc(-c2ccccc2)cc1,nt,6.7,nt,-12.6,nt,5.1,nt
CC[C@]12c3[nH]c4ccc(OC)cc4c3CCN1C(=O)C(CC(=O)NC(C)(C)C)C[C@@H]2C(=O)N1CCN(C(=O)c2ccco2)CC1 (stereo not given in full),3.2,29.7,4.4,5.5,0.2,-7.2,-1.0
CC(O)(c1ccc(F)c(F)c1)c1nc(-c2ccc(Cl)cc2)cs1 (stereo not given),2.5,8.0,-17.2,10.4,-2.0,-2.2,-0.7
CN(C)c1ccc(CN(CC2CCCO2)C(=O)c2cccs2)cc1 (stereo not given),1.2,3.0,-7.2,-0.6,0.2,-4.9,-10.1
C/C=C/c1ccc([C@H]2[C@@H](CO)N(C(=O)CN(C)C)C23CN(C(=O)C2CCOCC2)C3)cc1,-4.3,nt,16.9,-10.3,-6.0,nt,0.1
N#CCSc1ccc(S(=O)(=O)N2CCOCC2)cn1,-0.4,15.9,3.0,13.2,-15.2,-1.0,-2.1
O=C(Cn1ccc2ccccc2c1=O)NCCC(=O)Nc1ccc(F)cc1F,1.8,2.7,-6.5,5.7,-0.9,-6.6,-10.9
COC(=O)CCC(=O)CN,-0.5,8.6,-0.7,7.0,0.7,7.2,-3.0
C[C@H]1CCCCO[C@@H](CN(C)C(=O)NC2CCCCC2)[C@@H](C)CN([C@@H](C)CO)C(=O)c2cc(NC(=O)C3CCCCC3)ccc2O1,0.8,16.4,nt,6.9,10.5,-1.2,4.4
COc1ccccc1S(=O)(=O)N[C@H]1C=C[C@H](CC(=O)NCc2cc(F)cc(F)c2)O[C@@H]1CO,-2.5,-1.3,nt,6.3,3.6,-1.2,-4.5
CCOc1ccc(CC(=O)NNC(=S)Nc2ccc(OC)c(OC)c2)cc1,-0.3,nt,-0.6,9.5,-1.0,nt,-1.8
COC(=O)C[C@H]1CC[C@@H](NS(=O)(=O)c2ccc(C)cc2)[C@@H](CO)O1,1.4,nt,-0.6,-8.8,-1.4,nt,-2.7
COc1cc(Cn2c3ccc(NC(=O)CC(C)(C)C)cc3c(=O)n2C)ccc1F,-1.6,0.6,6.8,3.8,-1.3,6.2,-29.4
COc1ccc(NC(=O)Nc2cccc3c2O[C@@H](CN(C)C(=O)Nc2ccc(F)cc2)[C@@H](C)CN([C@H](C)CO)C3=O)cc1,1.5,11.7,2.1,-4.5,-26.0,3.0,-0.6
O=C(NCCN1CCCC1)C1CCC(=O)N(CCCN2CCOCC2)C1 (stereo not given),-125.8,0.6,6.8,-2.5,0.9,-1.5,-1.9
COCCN(CC1CCCN(C2Cc3ccccc3C2)C1)C(=O)CSC (stereo not given),-2.7,-2.7,-7.2,nt,1.8,-1.2,-0.3
Cc1nn(C2CCCO2)c(=O)nc1N (stereo not given),5.2,nt,-9.2,23.0,-5.5,nt,1.8
COc1cccc(CN(C)C(=O)CC2C(=O)NCCN2C2Cc3ccccc3C2)c1 (stereo not given),0.6,8.4,nt,0.3,-3.2,7.0,2.7
O=C(O)c1cccc(-n2cccc2/C=C2/SC(=O)N(CC(=O)N3CCCC3)C2=O)c1,39.5*,nt,4.7,-1.4,-4.9,nt,7.2
CCOC(=O)C1CCN(S(=O)(=O)c2ccc3c(c2)N(C(C)=O)CCO3)CC1,3.4,2.6,-5.7,-2.4,-2.0,0.5,-5.3
N#CNC(=Nc1cccc(C(F)(F)F)c1)SCc1ccc(C(=O)O)cc1,-1.2,-3.9,13.0,-8.6,0.4,-0.1,1.0
CCOC(=O)C1(Cc2cccc(OC)c2)CCN(Cc2cnc(C)s2)CC1,-3.1,1.3,17.0,-0.4,-0.6,-4.6,-0.5
CN(C)CCN(C(=O)C1CCN(S(=O)(=O)c2cccs2)CC1)c1nc2ccc(F)cc2s1,-2.7,-5.0,4.3,-0.6,3.2,19.3,-3.4
Cc1ccc(-c2nnn(CC(=O)N(CC(=O)NC3CCCC3)c3cccc(F)c3)n2)o1,1.6,14.6,-0.5,-5.3,1.3,-0.9,10.8
CC1CN(C(=O)CCC(=O)NCCc2ccccc2)c2ccccc2O1 (stereo not given),-0.9,-7.3,1.5,-31.9,0.8,28.3,-2.7
Fc1cccc(Cl)c1Cn1nnc2c(N3CCC4(CC3)OCCO4)ncnc21,nt,-11.7,-9.0,nt,nt,-0.8,nt

# Next records:
SMILES,Casp6 inh,C2C12 statin,FN deposit inh,LGR2 antag,S100A4 MyoIIA,esBAF inh,SIRT5 block
CCCNC(=O)N(C)C[C@@H]1Oc2cc(C3=CCCC3)ccc2S(=O)(=O)N([C@@H](C)CO)C[C@H]1C,nt,13.3,nt,6.2,-8.2,-4.5,0.2
O=C(C1=C[C@@H](c2ccc(Br)cc2)C[C@@H](OCCCCO)O1)N1CCN(Cc2ccc3c(c2)OCO3)CC1,-2.8,7.7,1.9,7.5,1.5,-5.2,-6.8
COc1ccc(OC)c(N(CC(=O)Nc2ccccc2)S(C)(=O)=O)c1,36.6*,9.5,nt,30.1,-1.0,-0.3,-3.6
CN(C)Cc1c(O)ccc2c(=O)c(-c3ccccc3)c(C(F)(F)F)oc12,-0.9,20.8,-7.2,1.3,13.9,-1.9,2.5
